# GoLoco inh red = qHTS Assay for Inhibitors of RGS12 GoLoco Motif Activity (Red Fluorophore). Potency, µM (series often up to 61.6 µM), for the others: at the highest dose activity, negative = inhibition, hits mostly inhibitors. AID 880, 2007. 230,000 compounds, 0.44% hits. Gai1:RGS12 GoLoco peptide FP, rhodamine, 10 min. Guanine nucleotide-binding protein G(i) subunit alpha-1 (Homo sapiens), P63096; active means well fitted inhibition curve with a large enough effect, not every such curve was filed as active; inactive means no such curve, though single readings can be large or run the other way; further: on the % scale 0 is the no-effect control and ±100 the full control effect; nearly all actives have a fitted effect of over 30% in size; many of its hits are not listed in these tables
# JMJD2E inh = qHTS Assay for Inhibitors of Human Jumonji Domain Containing 2E (JMJD2E). JMJD2E catalytic domain, FDH-coupled NADH fluorescence (FDH is formaldehyde dehydrogenase). Potency, µM (series often up to 57.1 µM), for inactives: at the highest dose activity change, negative = inhibition, actives largely listed as inhibitors. 230,000 compounds, 1.6% hits. AID 2147, 2009; active means well fitted inhibition curve with a large enough effect, not every such curve was filed as active; inconclusive means small, poorly fitted or top-dose-only effect, or another doubt; inactive means no such curve, though single readings can be large or run the other way;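 further: 0% = wells with enzyme and -100% = buffer wells without enzyme; nearly all actives have a fitted effect of over 50% in size; many of its hits are not listed in these tables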
# Target sequence (B2RXH2 1-337 limits assumed): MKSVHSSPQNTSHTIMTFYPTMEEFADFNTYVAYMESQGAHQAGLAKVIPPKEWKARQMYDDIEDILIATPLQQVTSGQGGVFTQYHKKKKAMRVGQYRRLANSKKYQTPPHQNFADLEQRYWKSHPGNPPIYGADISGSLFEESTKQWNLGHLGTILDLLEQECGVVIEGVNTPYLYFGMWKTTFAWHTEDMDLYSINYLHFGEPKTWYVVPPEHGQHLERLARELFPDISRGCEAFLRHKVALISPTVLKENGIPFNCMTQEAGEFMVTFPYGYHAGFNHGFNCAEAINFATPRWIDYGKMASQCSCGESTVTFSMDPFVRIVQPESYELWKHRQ
# TR SRC2 fluor cs = Total Fluorescence Counterscreen for Inhibitors of the Interaction of Thyroid Hormone Receptor and Steroid Receptor Coregulator 2. 280,000 compounds, 0.29% hits. TRb/SRC2 Texas Red total fluorescence interference. Potency, µM (titrated, usually from 106 µM), for inactives: top-dose fluorescence change, negative = quenching; active means well fitted curve in either direction with a large enough effect; inconclusive means small, poorly fitted or top-dose-only effect; further: on the % scale 0 is the no-effect control and ±100 the full control effect
#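 Human TRb ligand-binding domain at 0.6 uM with 20 nM Texas Red SRC2 peptide in Tris buffer containing 1 uM T3 and 5% DMSO, incubated with compound 5 h at ambient temperature. Total fluorescence (555/632 nm) calculated as parallel + 2 × perpendicular.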
# SMN2 splice up = qHTS Assay for Enhancers of SMN2 Splice Variant Expression. HEK293 SMN2-luciferase splicing reporter, luminescence, 30-36 h. Potency, µM (titrated, usually from 46.1 µM), without a hit: at the top dose activity change, positive = activation, hits mostly activators. 210,000 compounds, 2.8% hits. AID 1458, 2008; further: % of control where 0% means no effect; nearly all actives have a fitted effect of over 55% in size
#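 qHTS luciferase splicing reporter: luminescence rises when SMN2 exon 7 is included in transfected HEK293 cells. Compound exposure lasted 30-36 h at 37C, with 4.5 mM final sodium butyrate as control, followed by a ONE-Glo read.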
# ALDH1A1 block = qHTS Assay for Inhibitors of Aldehyde Dehydrogenase 1 (ALDH1A1); Potency, µM (series often up to 75.3 µM), inactives show top-dose activity, negative = inhibition, most hits filed as inhibitors; AID 1030, 2008; Purified ALDH1A1, NADH fluorescence, propionaldehyde substrate; 220,000 compounds, 7.3% hits; Aldehyde dehydrogenase 1A1 (Homo sapiens), P00352; active means well fitted inhibition curve with a large enough effect, not every such curve was filed as active; inconclusive means small, poorly fitted or top-dose-only effect, or another doubt; inactive means no such curve, though single readings can be large or run the other way;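 further: plate controls were no enzyme wells and a reference inhibitor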
# TRb-SRC2 inh = qHTS for Inhibitors of the Interaction of Thyroid Hormone Receptor and Steroid Receptor Coregulator 2; Potency, µM (series often up to 106 µM), for the others: at the highest dose activity change, negative = inhibition, usual class: inhibitors; TRbeta-SRC2 peptide binding, fluorescence polarization; receptor liganded with 1 µM T3; 280,000 compounds, 0.065% hits; AID 1469, 2008; Thyroid hormone receptor beta (Homo sapiens), P10828;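 further: plate controls were bound peptide for no effect and peptide without receptor for full effect; nearly all actives have a fitted effect of over 50% in size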
# Target sequence (P10828 whole entry, looked up): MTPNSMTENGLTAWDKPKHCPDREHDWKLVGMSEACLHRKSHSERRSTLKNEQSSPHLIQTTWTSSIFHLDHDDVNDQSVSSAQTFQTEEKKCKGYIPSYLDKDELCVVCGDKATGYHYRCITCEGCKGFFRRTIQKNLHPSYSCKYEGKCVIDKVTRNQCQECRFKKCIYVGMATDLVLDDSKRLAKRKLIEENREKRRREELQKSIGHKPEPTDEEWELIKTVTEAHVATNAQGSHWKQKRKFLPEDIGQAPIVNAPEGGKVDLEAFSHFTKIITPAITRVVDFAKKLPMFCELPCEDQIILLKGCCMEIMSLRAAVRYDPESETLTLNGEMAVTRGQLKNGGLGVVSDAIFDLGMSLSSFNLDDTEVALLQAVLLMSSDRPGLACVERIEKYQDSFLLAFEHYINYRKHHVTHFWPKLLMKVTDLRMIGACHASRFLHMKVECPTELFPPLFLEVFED
#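 Human TRb ligand-binding domain (0.6 uM) is mixed with 20 nM Texas Red SRC2 peptide and 1 uM T3; after compound addition and 5 hr at ambient temperature, polarization is measured and normalized to unbound and bound controls.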
# RECQ1 helicase = qHTS Assay for Inhibitors of RecQ-Like Dna Helicase 1 (RECQ1); ATP-dependent DNA helicase Q1 (Homo sapiens), P46063; RECQ1 DNA unwinding, red fluorescence kinetic read; Potency, µM (titrated, usually from 57.3 µM), for inactives: top-dose activity, negative = inhibition, usual class: inhibitors; 240,000 compounds, 0.54% hits;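 further: plate controls were vehicle for no effect and no enzyme for full effect; nearly all actives have a fitted effect of over 30% in size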
#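 RECQ1T1 50 nM; forked duplex (20 bp + 30-nt ss tails) 200 nM, ATP 2 mM final; pH 8.0, 2 mM MgCl2, 2.5 ug/ml poly(dI-dC); 15 min compound preincubation; discontinuous kinetic read over 2 h at RT.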
# Lamin A splicing = qHTS Assay for Modulators of Lamin A Splicing; HeLa LMNA splicing GFP/RFP minigene ratio, 48 h; Potency, µM (top dose mostly 46.1 µM), for inactives: top-dose ratio change, negative = inhibition, usual class: inhibitors; 200,000 compounds, 0.01% hits; AID 1487, 2009; active means well fitted inhibition curve with a large enough effect in the signal ratio, with a control signal flat, not every such curve was filed as active; inconclusive means small, poorly fitted or top-dose-only effect, or effect the other way, or a change in a side signal; the % refers to the signal ratio; further: on the % scale 0 is the no-effect control and ±100 the full control effect
#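 S3 HeLa stable clones carrying a lamin A-EGFP splicing minigene plus DsRed2 were seeded at 600 cells/well in Opti-MEM with 2% FBS, pin-dosed and incubated 48 h at 37°C. Acumen cytometry (488 nm) gave the GFP/RFP total-intensity ratio.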
# Starred values were filed as active, the others as inactive; i = inactive; ? = inconclusive; nt = not tested or not shown; & = joins results of further samples; [ ] = remark or other dose. Unless noted, the call rests on the fitted dose curve; in most records, active means well fitted curve in the direction sought with a large enough effect; inconclusive means small, poorly fitted or top-dose-only effect, or another doubt; inactive means no such curve, though single readings can be large; an effect the other way counts as inactive or inconclusive. Potency means the concentration at half of the fitted maximal effect. Only part of the results is shown; count on the stated rates, not on these rows.
SMILES,GoLoco inh red,JMJD2E inh,TR SRC2 fluor cs,SMN2 splice up,ALDH1A1 block,TRb-SRC2 inh,RECQ1 helicase,Lamin A splicing
COC(C[C@H](O)C[C@@H](O)[C@H](C)OCc1ccccc1)OC,-4%,13%,1%,nt,nt,3%,i,nt
N#CC(Sc1ccccn1)c1ccc(Cl)cc1Cl (configuration not stated),-1%,-8%,0%,25%,-11%,-8%,i,nt
CCn1c(CSc2nnc(-c3ccncc3)n2C)nc2cc(C(=O)O)ccc21,14µM*,?,45µM*[fluorescent],nt,nt,40µM*,14µM*,nt
CCc1ccccc1NC(=S)N(CCN(C)C)C(C)c1ccccn1 (configuration not stated),0%,?,-2%,-12%,-1%,-8%,12%,-7%
COc1ccccc1/C=C/C(=O)Nc1ccc2c(c1)OCCO2,6%,-9%,-5%,2.8µM*,?,6%,-10%,?
O=C(c1ccccc1F)N1CCN(S(=O)(=O)c2ccc(S(=O)(=O)N3CCCCC3)cc2)CC1,10%,4%,3%,9%,-5%,0%,i,5%
CCOc1ccc(C(=O)Nc2c3c(nn2-c2cccc(Cl)c2)CS(=O)C3)cc1 (configuration not stated),0%,-13%,-2%,14%,5%,2%,5%,-3%
CCOC(=O)c1c(P(=O)(N2CCOCC2)N2CCOCC2)noc1N,0%,-1%,0%,-10%,-5%,-4%,-2%,-1%
CCOC(=O)c1sc(NC(=O)c2cccnc2)c(C#N)c1C,-5%,3%,-4%,-18%,-8%,-3%,13%,?
CC1CCC(C(C)C)C(O)C1 (configuration not stated),-2%,nt,-1%,nt,8%,6%,i,11%
COc1ccc2cc(C(=O)C3CCCN(Cc4cnc(C)s4)C3)ccc2c1 (configuration not stated),2%,?,-4%,nt,?,-2%,i,nt
Cc1ccc(-c2noc(C3CCCN(S(=O)(=O)c4ccc5ccccc5c4)C3)n2)o1 (configuration not stated),-6%,1%,6%,-13%,24µM*,-1%,-1%,?
O=c1[nH]c(=O)n(Cc2ccco2)c2c1C(C(F)(F)F)(C(F)(F)F)N=C(c1ccco1)N2,10%,-10%,-3%,3%,-11%,-12%,-3%,?
CN(C)/C=C(\C#N)C(=O)c1cccc(Oc2ccc(Br)cc2)c1,-5%,5%,0%,-11%,-1%,-4%,i,15%
O=C(NCCN1CCOCC1)C1CCC(CNS(=O)(=O)c2ccc(Cl)cc2)CC1 (configuration not stated),3%,0%,-4%,21%,-8%,0%,i,-2%

# Compound profiles (already shown).
# `CC1CCC(C(C)C)C(O)C1` (configuration not stated) across the screens: GoLoco inh red = -2%; JMJD2E inh = nt; TR SRC2 fluor cs = -1%; SMN2 splice up = nt; ALDH1A1 block = 8%; TRb-SRC2 inh = 6%; RECQ1 helicase = i; Lamin A splicing = 11%
# `COc1ccc2cc(C(=O)C3CCCN(Cc4cnc(C)s4)C3)ccc2c1` (configuration not stated) across the screens: GoLoco inh red = 2%; JMJD2E inh = ?; TR SRC2 fluor cs = -4%; SMN2 splice up = nt; ALDH1A1 block = ?; TRb-SRC2 inh = -2%; RECQ1 helicase = i; Lamin A splicing = nt

# The list continues:
SMILES,GoLoco inh red,JMJD2E inh,TR SRC2 fluor cs,SMN2 splice up,ALDH1A1 block,TRb-SRC2 inh,RECQ1 helicase,Lamin A splicing
C=CCNC(=S)Nc1sc2c(c1C(=O)OCC)CC(C(C)C)OC2 (configuration not stated),1%,197%[activator],-2%,10%,11µM*,-1%,-5%,-26%
CSc1nsc(/C=C/Nc2ccc(Cl)cc2)c1C#N,94%[activator],-6%,1%,9%,7.9µM*,-2%,5%,21%
CCOC(=O)Cc1csc(NC(=O)COc2ccccc2OC)n1,6%,9%,-1%,nt,-3%,-12%,-3%,2%
O=C1CC(C(=O)Nc2ncccn2)C(c2ccccc2)O1 (configuration not stated),-2%,8%,0%,-6%,?,-30%,-4%,-7%
Cc1cc(-c2c(C)[nH]n(-c3ccc(Cl)cc3)c2=O)n[nH]1,7%,?,-6%,-32%[inhibitor],28%,3%,-8%,?
O=C(NC(=S)Nc1ccc(F)c([N+](=O)[O-])c1)c1ccccc1F,6%,-7%,-1%,10%,?,-9%,-1%,?
CCN(c1nc(N)c(C(=O)N=C(N)N)nc1Cl)C(C)C,10%,8%,-1%,6%,-4%,-1%,i,?
CCOC(=O)c1c(NC(=O)CSc2nnc(-c3cccnc3)o2)sc(C)c1C,-3%,4%,-3%,10%,10%,6%,0%,5%
CN(C)S(=O)(=O)c1cccc(C(=O)NCCc2ccccc2)c1,5%,8%,-8%,11µM*,?,-7%,-11%,0%
CCOc1ccc(CCNS(=O)(=O)c2cnc[nH]2)cc1OCC,2%,11%,3%,?,8%,3%,-1%,-1%
Cn1cc(/C=C2\SC(=S)N(N3CCOCC3)C2=O)c2ccccc21,22%,1%,0%,nt,nt,-8%,1%,nt
CCN(CC)c1cc(C)c2cc(NC(=O)c3cccs3)ccc2n1,-1%,-19%,-2%,-15%,-2%,-8%,2%,nt
Cc1nc(-c2noc(-c3ccc(Cl)cc3)n2)c(C(F)(F)F)o1,2%,12%,-4%,nt,16%,-6%,-4%,nt
O=C(COc1nc2ccccc2nc1N1CCOCC1)NCC(F)(F)F,3%,-9%,-2%,4%,1%,-9%,-2%,-9%
CC(C)C(C)(C#N)NC(=O)CSc1nncn1-c1ccccc1 (configuration not stated),10%,-5%,0%,-1%,2%,-5%,-5%,nt

# An excerpt of these results, bar-delimited.
canonical_smiles | GoLoco inh red | JMJD2E inh | TR SRC2 fluor cs | SMN2 splice up | ALDH1A1 block | TRb-SRC2 inh | RECQ1 helicase | Lamin A splicing
CCOC(=O)c1sc(NC(=O)c2cccnc2)c(C#N)c1C | -5% | 3% | -4% | -18% | -8% | -3% | 13% | ?
CC1CCC(C(C)C)C(O)C1 (configuration not stated) | -2% | nt | -1% | nt | 8% | 6% | i | 11%
COc1ccc2cc(C(=O)C3CCCN(Cc4cnc(C)s4)C3)ccc2c1 (configuration not stated) | 2% | ? | -4% | nt | ? | -2% | i | nt
Cc1ccc(-c2noc(C3CCCN(S(=O)(=O)c4ccc5ccccc5c4)C3)n2)o1 (configuration not stated) | -6% | 1% | 6% | -13% | 24µM* | -1% | -1% | ?
O=c1[nH]c(=O)n(Cc2ccco2)c2c1C(C(F)(F)F)(C(F)(F)F)N=C(c1ccco1)N2 | 10% | -10% | -3% | 3% | -11% | -12% | -3% | ?

# Other structures
SMILES,GoLoco inh red,JMJD2E inh,TR SRC2 fluor cs,SMN2 splice up,ALDH1A1 block,TRb-SRC2 inh,RECQ1 helicase,Lamin A splicing
Cc1oc(-c2ccccc2F)nc1CN1CCC(C(=O)NCc2cccs2)CC1,8%,-1%,3%,-1%,?,-16%,i,?
CNCCC(Oc1ccccc1OC)c1ccccc1 (configuration not stated),6%&5%,7%,0%&0%,-25%&-18%,2%&3%,2%&7%,-1%&-1%,-21%
O=S1(=O)CC(O)C(N2CCC(c3ccccc3)CC2)C1 (configuration not stated),3%,3%,0%,-8%,15%,-6%,i,-4%
O=C(COC(=O)c1ccc(S(=O)(=O)NCc2ccco2)cc1)Nc1ccccc1OC(F)F,-8%,-2%,1%,-10%,2%,-16%,-10%,-14%
CCOc1ccccc1N/C=C(\C#N)c1nc2ccccc2n1C,-9%,1%,-1%,3%,-12%,-25%,i,-8%
COc1cc2c(=O)n(Cc3ccco3)c(=O)n(CC(=O)c3cccc(Br)c3)c2cc1OC,1%,-4%,0%,-7%,1.1µM*,4%,-4%,?
CCN(CC)S(=O)(=O)c1ccc2c(c1)nc(SCc1nc3ccsc3c(=O)[nH]1)n2CC,13%,-6%,1%,11%,?,-3%,i,12%
COC(=O)COc1ccc2occ(C(C)=O)c2c1,2%,-1%,-7%,2%,5%,-5%,-2%,10%
COc1ccc(CC(=O)OCC(=O)NCc2ccccc2Cl)cc1OC,8%,8%,-7%,-1%,4%,2%,-1%,-20%[46 µM]
O=c1c(-c2cc(F)cc(F)c2)nc2cncnc2n1C1CC1,-7%,nt,nt,nt,9%,nt,1%,6%
CCCCNC(=O)COC(=O)c1ccc(NC(C)=O)cc1,3%,2%,0%,6%,-3%,-12%,0%,-5%[46 µM]
CN1/C(=C\C(=O)CN2C(=O)NC3(CCCCCC3)C2=O)C(C)(C)c2ccccc21,150%[activator],?,16%,-7%,?,22%,-13%,?
COc1ccc(N2CC(C(=O)N/N=C/c3ccccc3)CC2=O)cc1 (configuration not stated),-4%,12%,0%,nt,0%,1%,-5%,13%[46 µM]
CCc1cccc2c(-c3csc(=NC)n3C)c[nH]c12,2%,-15%,2%,-13%,?,1%,-5%,nt
CCOc1ccc2c(c1)nc(SCC(=O)c1cccs1)n2C,10%,3%,0%,23%,?,-2%,i,2%
C=CCn1c(=O)c2ccccc2n2c(SCc3nnc(-c4ccccc4Br)o3)nnc12,22%,-3%,-5%,22%,-8%,1%,i,6%
O=C(NC(=S)Nc1ccc(S(=O)(=O)Nc2nccs2)cc1)c1ccccc1,3%,-3%,0%,-1%[1.84 µM],32µM*,5%,-3%,-6%
CCOc1ccc2nc(S(N)(=O)=O)sc2c1,-11%&3%,?,1%&0%,-3%,-4%&6%,-4%&-6%,-11%,?
COc1cc(CNC2CCCC2)cc(OC)c1OC,4%,-3%,0%,13%,5%,-7%,0%,5%
O=C1c2ccccc2C(Nc2ccc(S(=O)(=O)N3CCOCC3)cc2)N1c1ccccn1 (configuration not stated),18%,3%,3%,0%,?,3%,-2%,0%
CCOC(=O)Cn1cnc(-c2ccc([N+](=O)[O-])cc2)c1,14%,3%,1%,?,-5%,2%,-10%,2%
